S3 lipid droplet = qHTS Assay for Lipid Storage Modulators in Drosophila S3 Cells | 320,000 tested, 0.64% active | Potency in µM for hits, for the others lipid storage change, negative = inhibition, % at the top dose, mostly 46.1 µM | Drosophila S3 cells, BODIPY lipid droplet fluorescence, 18-24 h; cells fed with added oleic acid; active = well fitted inhibition curve with a large enough effect in the signal ratio, with a control signal flat, not every such curve was filed as active; inconclusive = small, poorly fitted or top-dose-only effect, or effect the other way, or a change in a side signal; the % refers to the signal ratio
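Laser-scanning cytometry quantifies lipid droplet accumulation (500–530 nm total intensity; droplet/cell object ratio) in oleic acid-fed (400 uM added) Drosophila S3 cells treated with a concentration series. 20 uM Triacsin C defined 100% inhibition.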
S3 lipid droplet cell count max = also measured in S3 lipid droplet; calls as there; cell number change, %; measured here: cell count max response;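 cells counted by Cell Tracker Red CMTPX staining in the red channel; peak over a dose series mostly up to 46.1 µM; percent activity relative to internal control wells on each plate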
* = called active by the depositor; i = inactive; ? = inconclusive; . = not tested or not shown; [ ] = remark or other dose. % is set by controls: 0 for no effect and ±100 for the full control effect; potency is the fitted concentration of half-maximal effect. These rows are one share of the data; count on the stated rates, not on these rows.

SMILES	S3 lipid droplet	S3 lipid droplet cell count max
CC(=O)N(c1c(C)n(C)n(-c2ccccc2)c1=O)C1(C(=O)NC2CCCCC2)CCCCC1	?	.
COC(=O)C(C)N(C(=O)c1ccc(C(=O)c2ccccc2)cc1)c1c(C)cccc1C (stereo unspecified)	?	.
O=C(NNS(=O)(=O)c1ccccc1Cl)c1nn(-c2ccc(F)cc2)ccc1=O	-13%	-23
CC[C@@]1(O)C(=O)OCc2c1cc1n(c2=O)Cc2cc3c(N)cccc3nc2-1	?	.
CC(C)=NNC(=O)c1c(O)c2ccccc2[nH]c1=O	-15%	-1
CCn1cc([N+](=O)[O-])c(C(=O)Nc2nc(-c3ccc(C)cc3)c(C)s2)n1	4.6µM*	18*
Cc1cc(N2C(=O)C(O)=C(C(=O)c3cc4ccccc4o3)C2c2ccc(OC(C)C)cc2)no1 (stereo unspecified)	?	.
O=C(O)C1CCCCC1C(=O)NCCCc1ccccc1 (stereo unspecified)	-24%	-2
Cc1cc(C)c(NC(=O)COC(=O)CSc2ccc(Br)cc2C)c(C)c1	8%	18
CCN(C(=O)CSc1cc(C)c2ccccc2n1)C1CCS(=O)(=O)C1 (stereo unspecified)	8%	23
Nc1nc(Cl)nc2ncn(Cc3ccccc3)c12	?	.
Cc1csc(NC(=O)c2cccc(C)c2C)n1	?	.
O=S(=O)(c1ccc(Cl)cc1)N1CCN=C1SCc1cccnc1	3%	-7
Cc1cccn2c(=O)c(C=NCc3ccco3)c(Nc3ccc(SC(F)F)cc3)nc12	13%	-2
Cc1cccc(Cn2c(=O)c3c(nc4n3CCN4Cc3ccco3)n(C)c2=O)c1	0%	-27
CCN(CC(=O)Nc1ccc2c(c1)OCCO2)C(=O)/C=C/c1ccc(F)cc1	?	.
COCCNC(=O)c1ccc(N2CCC3(CC2)OCCO3)c([N+](=O)[O-])c1	?	.
CCc1nc(SCCO)c2oc3ccccc3c2n1	-2%	22
COc1ccc2oc3cc(C)[n+]([O-])c(-c4ccc(Cl)cc4)c3c2c1	18%	9
Cc1nn(C)c(C)c1S(=O)(=O)N(CC(=O)Nc1nccs1)c1ccc(C(C)C)cc1	3%	3
CCOc1cc2[nH]c(=O)n(CC3CCC(C(=O)NCCCOC)CC3)c(=O)c2cc1OCC (stereo unspecified)	?	.
O=C(c1cnccn1)N(c1ccccc1)C1(C(=O)NC2CCCC2)CCCCC1	i	9
COCCNC(=O)c1cccc(OC2CCN(Cc3ccccc3C)CC2)c1	22%	13
COc1cccc(CNC(=O)Cc2ccc(Br)cc2)c1	5%	-4
COCCn1c(SCC(=O)Nc2cccc(OC)c2)nnc1-c1ccc(Cl)cc1	i	-5
Cc1c(C(=O)N2CCN(c3ccc(F)cc3)CC2)sc2nc(-c3ccccc3)cn12	-1%	2
Cc1cc(C)cc(NC(=O)c2ccccc2NC(=O)CCC(=O)O)c1	?	.
Cc1ccc(S(=O)(=O)c2nc(-c3cccs3)oc2NCc2cccnc2)cc1	?	.
O=C(Cn1nnc(-c2cccc(C(F)(F)F)c2)n1)NNS(=O)(=O)c1cccc(C(F)(F)F)c1	9%	0
CCOC(=O)CCSc1nc(C)c2cc(OC)ccc2n1	9%	1
CCOc1ccc(Cl)cc1/C=C1/C(=O)ON=C1C	-3%	9
C=CCn1c(SCC(=O)NC2CCCC2)nc2sc(C)cc2c1=O	-4%[0.0737 µM]	.
Cn1nnnc1SC1CC(=O)N(c2ccccc2)C1=O (stereo unspecified)	?	.
COc1ccc(N2CCN(Cc3cc4c(cc3O)CCC4)CC2)cc1	?	.
CCn1cc(CN2CCC(n3nccc3NC(=O)c3ccccc3OC)CC2)cn1	i	.
O=C(CCl)N(C/C=C/c1ccccc1)c1ccc2c(c1)OCCO2	9%	.
CCOC(=O)CSc1ncc(-c2ccc([N+](=O)[O-])cc2)[nH]1	-2%	9
c1ccc(Nc2ncnc3sc4c(c23)CCC4)cc1	-7%	6
COCCN(Cc1cc2cc(C)ccc2n2nnnc12)C(=S)Nc1ccccc1C	3%	13
C=CCn1c(SCC(=O)Nc2ccc3c(c2)OCO3)nnc1-c1cc(Br)ccc1O	17%	1
Cc1cc(C(=O)N2CCCC(C(=O)c3ccc4ccccc4c3)C2)nn1C (stereo unspecified)	1%	11
O=C(CN1CCN(c2cnn(-c3ccccc3)c(=O)c2Cl)CC1)NC1CCS(=O)(=O)C1 (stereo unspecified)	?	.
O=S(=O)(c1ccccc1)N1CCC(O)(CN2CCN(c3ccccc3)CC2)CC1	0%	5
CC(C)(C)c1cc(NC(=O)c2ccco2)no1	?	.
CN(CC(=O)Nc1ccccc1Cl)C(=O)COC(=O)CSc1ccc(Cl)cc1	8%	0
CC(C)(C)OC(=O)N1CCCN(C(=O)c2ccc(Cl)cc2)CC1	3%	7
OC1CC(c2ccco2)NC2(CCCCC2)C1 (stereo unspecified)	-27%	.
CSc1nnc(Cn2c(=O)sc3ccccc32)n1-c1cccc(Cl)c1	5%	-16
CCN(CC)C(=O)CSc1nnnn1-c1ccc(F)c(Cl)c1	?	.
CCOc1ccc(N2CC(C(=O)Nc3nnc(Cc4ccccc4)s3)CC2=O)cc1 (stereo unspecified)	?	.
Cc1ccc(OCCn2cc(/C=C3\C(=O)NN(c4ccccc4)C3=O)c3ccccc32)cc1	?	.
N#Cc1ccsc1NC(=O)CN1CCN(S(=O)(=O)c2ccc3ccccc3c2)CC1	?	.
CCOC(=O)CC(N)c1cccc([N+](=O)[O-])c1 (stereo unspecified)	?	.
O=C(/C=C/c1ccccc1[N+](=O)[O-])Nc1ccc(S(=O)(=O)Nc2ncccn2)cc1	-1%	17
Brc1c(OCCOCCn2cncn2)ccc2ccccc12	?	.
O=C(O)c1cc(NC(=O)c2cccc(F)c2)cc(NC(=O)c2cccc(F)c2)c1	?	.
Cc1cc(C(=O)Nc2ccon2)c(C)o1	?	.
COc1ccc(NC(=O)C(Cc2cc(C)cc(C)c2)C(C)C(=O)O)cc1 (stereo unspecified)	?	.
CS(=O)(=O)N(CC(=O)N1CCOCC1)c1cccc(Cl)c1Cl	?	.
O=C(O)CCn1cc(/C=C2/NC(=S)N(c3ccccc3)C2=O)c(-c2ccccc2)n1	?	.
Going on with the list.
SMILES	S3 lipid droplet	S3 lipid droplet cell count max
COc1cc(/C=N\n2nnnc2N)ccc1OCc1ccc(F)cc1	?	.
COc1ccccc1N(CN1CCCC1=O)C(=O)c1ccccc1F	?	.
Cc1ccc(S(=O)(=O)N(C)c2ccc(C(=O)N(C)Cc3nc4ccccc4c(=O)[nH]3)cc2)cc1	?	.
Cc1ccc(CN2CN(S(=O)(=O)c3cccs3)c3nc4ccccc4nc32)cc1	?	.
Cc1ccc(CNC(=O)c2ccc(N3CCC4(CC3)CC(c3ccccc3)=NO4)c(NC(=O)c3ccco3)c2)cc1	?	.
CCNCc1cc([N+](=O)[O-])ccc1OCC	6%	13
O=C(c1ccccc1)N1CCN(CC2CC=CCC2)CC1 (stereo unspecified)	15%	-1
Oc1ccccc1/C=N/Nc1cc(N2CCCC2)nc(N2CCCC2)n1	19%	-6
COc1ccc(NC(C)=O)cc1S(=O)(=O)Nc1ccccc1C(=O)N1CCCC1	10%	12
COC(=O)/C(C#N)=C/c1c(N2CCCCCC2)nc2ccccn2c1=O	-22%	-5
CSC1=NSC2=NC(=O)/C(=C/c3coc4ccccc4c3=O)C(=N)N12	?	.
CC(C)OP(=O)(OC(C)C)C(C)NC(=O)Cc1ccccc1 (stereo unspecified)	?	.
O=C(NC(=S)Nc1cc(Cl)ccc1O)c1cccc(Br)c1	?	.
O=C(Nc1nccs1)C1CCN(S(=O)(=O)c2cccnc2)CC1	?	.
CC(=O)NCCNS(=O)(=O)c1ccc(C)c([N+](=O)[O-])c1	?	.
CC(C)CCN1C(N(C)C)=NC[C@@H]1C	12%	-11
Clc1ccc(OCc2nc3ccccc3[nH]2)cc1	?	.
O=C(c1cc2ccccc2cc1OCC(O)CN1CCCCC1)N1CCCCC1 (stereo unspecified)	8%[9.22 µM]	13
COc1ccc(C(CC(=O)O)NC(=O)COc2ccccc2OC)cc1OC (stereo unspecified)	5%	17
N#CCCN(C(=O)COC(=O)C1CCN(c2ccc(C(F)(F)F)cn2)CC1)c1ccc(F)cc1	i[0.0737 µM]	8
O=C(CSc1nnc(CNC(=O)c2ccc(F)cc2)o1)Nc1ccc2c(c1)OCO2	?	.
COc1ccc2[nH]c(=O)c(CN(Cc3ccccc3OC)Cc3nnnn3CC3CCCO3)cc2c1 (stereo unspecified)	10%	0
CN1CC2([N+](=O)[O-])CC=C(Oc3ccccc3)C([N+](=O)[O-])(C1)C2 (stereo unspecified)	?	.
CCOc1ccc(Cn2c(SCCCCC#N)nc3c2c(=O)n(C)c(=O)n3C)cc1OCC	?	.
CCOC(=O)c1nnn(-c2nonc2N)c1-c1ccccc1Cl	2%	.
Cc1ccc(-n2c(C)cc(C(=O)OCC(=O)N(CC(C)C)C3CCS(=O)(=O)C3)c2C)cc1 (stereo unspecified)	24%	0
CCOc1cccc(-c2c(C(=O)N/N=C/c3sccc3C)nnn2-c2nonc2N)c1	?	.
Cc1ccc(N2CC(C(=O)Nc3ccc(S(=O)(=O)N4CCCC4)cc3)CC2=O)cc1 (stereo unspecified)	?	.
CCOc1ccccc1NC(=O)C12CC3CC(C1)CC(c1ccc(C)cc1)(C3)C2	-4%	2
CC(=O)C(Cc1ccc(Cl)nc1)(Cc1ccc(Cl)nc1)C(C)=O	?	.
O=C(COc1ccc(-c2ccccc2)cc1)N1CCN(C(=O)c2cccs2)CC1	?	.
C/C=C(\C)C(=O)NCCN1C2=NC[C@H](Cc3ccccc3)N2C[C@H]1Cc1ccc(O)cc1	i	-21
CCOc1cccc(C2/C(=C(/O)c3ccc4c(c3)CC(C)O4)C(=O)C(=O)N2CCCn2ccnc2)c1 (stereo unspecified)	?	.
O=S1(=O)C=C(Oc2ccc3ccccc3c2)c2ccccc21	10%	-8
COCCn1c(SCC(=O)c2ccc(CNC(C)=O)o2)nc2ccccc2c1=O	-11%	-7
O=C(Nc1nnc(SCC(=O)N2CCCCC2)s1)C1CCCCC1	0%	-5
CN(CCOc1ccc(Cl)c(Cl)c1)Cc1ccccc1	?	.
COc1ccc2nc(NC(=O)CSc3ccccc3)sc2c1	?	.
Cc1nonc1C1CCCN1Cc1nc(-c2ccccc2Cl)oc1C (stereo unspecified)	-9%	0
Cc1nc2ccccc2n1-c1ccccc1	4%	0
COc1cc(NC(=O)C2CC(=O)NC3=C2C(=O)CC(C)(C)C3)c(OC)cc1Cl (stereo unspecified)	?	.
OC(Cn1cncn1)c1ccc(Cl)cc1Cl (stereo unspecified)	?	.
O=C(Nc1ccc(NC(=O)c2ccc([N+](=O)[O-])o2)cc1Cl)c1ccco1	?	.
O=C(/C=C/c1ccccc1[N+](=O)[O-])NCc1ccc(Cl)cc1	-4%	-3
CC(=O)Nc1ccc(S(=O)(=O)N2CCN(C(=O)CCC3CCCC3)CC2)cc1	?	.
COCCn1nnnc1CN(CCCN1CCOCC1)Cc1cc2c(C)ccc(C)c2[nH]c1=O	i	.
CCOCC(=O)N1CCN(c2ccc([N+](=O)[O-])cc2)CC1	-4%	-11
Cn1nc(C(F)(F)F)c(C(=O)Nc2ccc(F)cc2F)c1Cl	?	.
O=C(NC1CCCC1)c1ccc([N+](=O)[O-])s1	-17%	.
COc1ccccc1NS(=O)(=O)c1ccc(C)c(C(N)=O)c1	?	.
O=C1CCN(CCc2ccccc2)CCN1[C@H](CO)c1ccccc1	?	.
S=c1nc(C2COc3ccccc3O2)[nH][nH]1 (stereo unspecified)	-9%	24
CCNc1nc2c(c(=O)[nH]c(=O)n2C)n1CC(C)C	?	.
CC1(C)N=C(N)NC(Nc2ccccc2)=N1	12%	-1
O=C(O)C1CCCCC1C(=O)NCc1ccccc1 (stereo unspecified)	?	.
N#CCCN1CCN(S(=O)(=O)c2ccc(S(=O)(=O)NCc3ccccc3)cc2)CC1	?	.
Cc1ccc(/C(CSc2nccn2-c2ncc(C(F)(F)F)cc2Cl)=N\O)cc1	i	.

Structural class, the compounds so far with an aryl methoxy group (15)
SMILES	S3 lipid droplet	S3 lipid droplet cell count max
COc1ccc2oc3cc(C)[n+]([O-])c(-c4ccc(Cl)cc4)c3c2c1	18%	9
COc1cccc(CNC(=O)Cc2ccc(Br)cc2)c1	5%	-4
COCCn1c(SCC(=O)Nc2cccc(OC)c2)nnc1-c1ccc(Cl)cc1	i	-5
CCOC(=O)CCSc1nc(C)c2cc(OC)ccc2n1	9%	1
COc1ccc(N2CCN(Cc3cc4c(cc3O)CCC4)CC2)cc1	?	.
CCn1cc(CN2CCC(n3nccc3NC(=O)c3ccccc3OC)CC2)cn1	i	.
COc1ccc(NC(=O)C(Cc2cc(C)cc(C)c2)C(C)C(=O)O)cc1 (stereo unspecified)	?	.
COc1cc(/C=N\n2nnnc2N)ccc1OCc1ccc(F)cc1	?	.
COc1ccccc1N(CN1CCCC1=O)C(=O)c1ccccc1F	?	.
COc1ccc(NC(C)=O)cc1S(=O)(=O)Nc1ccccc1C(=O)N1CCCC1	10%	12
COc1ccc(C(CC(=O)O)NC(=O)COc2ccccc2OC)cc1OC (stereo unspecified)	5%	17
COc1ccc2[nH]c(=O)c(CN(Cc3ccccc3OC)Cc3nnnn3CC3CCCO3)cc2c1 (stereo unspecified)	10%	0
COc1ccc2nc(NC(=O)CSc3ccccc3)sc2c1	?	.
COc1cc(NC(=O)C2CC(=O)NC3=C2C(=O)CC(C)(C)C3)c(OC)cc1Cl (stereo unspecified)	?	.
COc1ccccc1NS(=O)(=O)c1ccc(C)c(C(N)=O)c1	?	.
